SENP8 block-1: blocks the human protease SENP8. Q96LD8. purified SENP8, Z-RLRGG-aminoluciferin cleavage, luminescence. inhibition, % at 10 µM. 330,000 tested, 1.2% active. AID 2540; in the data active = inhibition above about 50%
Target sequence (Q96LD8 whole entry, looked up): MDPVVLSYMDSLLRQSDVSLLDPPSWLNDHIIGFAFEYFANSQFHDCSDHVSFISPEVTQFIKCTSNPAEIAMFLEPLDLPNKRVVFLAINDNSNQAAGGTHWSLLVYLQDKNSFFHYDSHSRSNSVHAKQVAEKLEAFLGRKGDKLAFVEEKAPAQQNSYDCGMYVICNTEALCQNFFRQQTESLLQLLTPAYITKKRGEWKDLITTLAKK
SENP7 inh: blocks the human protease SENP7; inhibition, % at 5 µM; AID 434973; 330,000 tested, 1.5% active; recombinant SENP7, Z-RLRGG-aminoluciferin luminescence, 40 min;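 active = inhibition above about 50% at the single test dose, limit read from the data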;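 note: plate controls were DMSO with enzyme for no effect and no enzyme buffer wells for full effect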
SENP1 FRET inh: SENP1 (human) catalytic domain inhibition. inhibition, % at 10 µM. recombinant SENP1 catalytic domain, CyPet-SUMO1-YPet FRET cleavage. Q9P0U3. AID 624204. 360,000 tested, 0.21% active;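 active = inhibition at least 30% at 10 µM, raw YFP signal under a set limit, fluorescence ratio 0.5 to 1.5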;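 note: 0% = enzyme with DMSO and 100% = no enzyme wells; some results filed as inactive read as strong as hits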
Target sequence (Q9P0U3 419-644 limits assumed): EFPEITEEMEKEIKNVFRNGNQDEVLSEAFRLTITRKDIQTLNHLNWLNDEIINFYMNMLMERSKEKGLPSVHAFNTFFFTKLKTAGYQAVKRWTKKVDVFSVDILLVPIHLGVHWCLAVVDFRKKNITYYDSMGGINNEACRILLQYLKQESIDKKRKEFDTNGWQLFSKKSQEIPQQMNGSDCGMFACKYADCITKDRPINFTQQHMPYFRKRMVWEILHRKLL
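Assay system – human recombinant His6-tagged SENP1 catalytic domain enzyme · Input – SENP1 enzyme, 20 pM final · Buffer or medium – Tris pH 8 buffer plus EDTA, NaCl, BME, BSA, NP40, catalase · Schedule – 50 min reaction at room temperature · Technique – FRET read of cyan and yellow fluorescence · Control set – no-enzyme wells low, DMSO-plus-enzyme wells high control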
Apaf-1 inh: inhibitors of human Apaf-1 apoptosome; O14727; reconstituted apoptosome caspase-3 activity, DEVD-Rh110 fluorescence; inhibition, % at 20 µM; 330,000 tested, 0.71% active; active = inhibition of at least 40% at 20 µM;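 note: plate controls were DMSO wells for no effect and DEVD-CHO caspase inhibitor wells for full effect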
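Assay system – apoptosome proteins · Medium – Hepes buffer, pH 7.5 · Also added – cytochrome c with DEVD-Rh110 · Timing – 30 min compound preincubation, 50 min activation, room temperature · Detection – Rh110 fluorescence, excitation 480 nm, emission 540 nm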
UBC13 inh: human UBC13 polyubiquitination inhibition; inhibition, % at 20 µM; 330,000 tested, 0.47% active; AID 485273; P61088; UBC13 polyubiquitin chain formation, TR-FRET; in the data active = inhibition above about 45%, passing the limit was not always enough
Target sequence (P61088 whole entry, looked up): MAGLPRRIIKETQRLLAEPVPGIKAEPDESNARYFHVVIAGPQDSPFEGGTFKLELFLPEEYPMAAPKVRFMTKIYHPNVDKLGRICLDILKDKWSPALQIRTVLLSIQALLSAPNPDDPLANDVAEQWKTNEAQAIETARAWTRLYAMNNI
A3G deaminase: APOBEC3G (human) deaminase inhibition | 330,000 tested, 0.28% active | recombinant A3G, ssDNA deamination FAM/TAMRA fluorescence | inhibition, % at 20 µM | Q9HC16;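 active = inhibition of at least 40% at 20 µM, with no more than 30% in the related APOBEC3A deaminase screen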;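 note: plate controls were DMSO wells with A3G for no effect and wells lacking A3G enzyme for full effect; some compounds called inactive have numbers as strong as hits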
Target sequence (Q9HC16 whole entry, looked up): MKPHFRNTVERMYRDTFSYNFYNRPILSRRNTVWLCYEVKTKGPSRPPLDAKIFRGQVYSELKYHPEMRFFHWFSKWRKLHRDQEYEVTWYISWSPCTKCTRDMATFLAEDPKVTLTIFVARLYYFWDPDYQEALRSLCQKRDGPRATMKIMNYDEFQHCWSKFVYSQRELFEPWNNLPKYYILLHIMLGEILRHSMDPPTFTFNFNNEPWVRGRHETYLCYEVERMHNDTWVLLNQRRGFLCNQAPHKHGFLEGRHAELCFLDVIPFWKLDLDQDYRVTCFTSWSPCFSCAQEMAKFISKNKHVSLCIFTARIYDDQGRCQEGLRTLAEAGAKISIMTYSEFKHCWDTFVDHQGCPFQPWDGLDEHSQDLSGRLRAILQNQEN
SENP6 block: SENP6 protease inhibition. inhibition, % at 10 µM. Recombinant SENP6 catalytic domain, aminoluciferin luminescence. 330,000 tested, 1.8% active. AID 2599;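 active = inhibition above about 50% at the single tested dose, limit read from the data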;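 note: plate controls were DMSO wells with enzyme for no effect and DMSO wells lacking enzyme for full effect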
SENP8 block-2: inhibitors of human SENP8 protease | Q96LD8 | recombinant SENP8, Nedd8 substrate fluorescence | inhibition, % at 20 µM | 360,000 tested, 0.64% active | AID 602440; in the data active = inhibition mostly above about 40%, no sharp cut-off; inactive = mostly below about 27%
Active calls of the source: *; . = no result given.

No.	molecule	SENP8 block-1	SENP7 inh	SENP1 FRET inh	Apaf-1 inh	UBC13 inh	A3G deaminase	SENP6 block	SENP8 block-2
1	O=C(CCc1nc2ccccc2[nH]1)Nc1ccc2c(c1)OCO2	-1.5	0.7	-0.3	3.4	1.1	-7.1	7.4	17.6
2	Cc1ccc(S(=O)(=O)Nc2ccccc2CNc2ccccn2)cc1	-8.7	-3.6	1.1	11.8	-13.3	-0.2	-9.7	16.8
3	COc1cccc(-n2nnc3c(=O)n(CC(=O)Nc4ccccc4C)cnc32)c1	3.4	6.1	-1.9	12.8	-6.8	4.6	0.4	4.6
4	CC1(C)OC2OC(COC(=O)c3ccccc3)C3OC(C)(C)OC3C2O1 (stereo unspecified)	-9.6	-2.6	3.1	8.6	-11.5	-5.8	-4.6	12.5
5	CS(=O)(=O)c1ccc(C(=O)NCC2(N3CCOCC3)CCCCC2)cc1	-0.4	-4.9	0.9	-1.0	3.3	-3.3	-8.3	-3.5
6	Cc1c(C(=O)Nc2cccc(Cl)c2)cn2c(nc3ccccc32)c1C#N	0.0	6.0	-26.5	12.2	3.5	-0.7	-1.1	-392.3
7	COC(=O)C1=C(C(=O)OC)C2C(C)=CC(C)=CN2C(C(=O)OC)=C1C(=O)OC (stereo unspecified)	-1.8	7.5	-74.6	12.0	-7.3	6.8	12.5	-94.1
8	CCOC(=O)c1c(C)nc2sc(C(=O)Nc3ccc(OC)cc3)c(N)c2c1-c1ccc(OC)cc1	-5.9	-4.1	-29.5	8.4	30.5	-6.2	9.1	-337.9
9	Nc1ccc(C(=O)N2CCN(S(=O)(=O)c3ccc(Cl)cc3)CC2)cc1[N+](=O)[O-]	-7.8	-3.8	2.7	4.6	-8.0	-5.2	-9.6	20.5
10	O=C(O)c1cccc(COc2ccccc2Cl)c1	98.0*	4.5	1.1	8.0	0.0	-7.1	98.8*	4.7
11	CCOC(=O)Nc1ccc2c(CN3CCN(S(=O)(=O)c4ccc(C(C)C)cc4)CC3)cc(=O)oc2c1	-10.6	8.5	-8.3	14.4	-9.9	-5.6	-15.0	-248.8
12	CNc1nc(NCCOC23CC4CC(CC(C4)C2)C3)nc(OCC(F)(F)F)n1	-9.8	-8.3	-0.1	23.9	-3.4	-0.3	-35.0	-0.6
13	c1ccc(CN(Cc2ccccc2)Cc2nnc(-c3cc4ccccc4[nH]3)s2)cc1	-7.4	1.6	0.0	30.3	10.7	1.8	-4.9	-497.2
14	CCS(=O)(=O)N1CCN(c2cnn(-c3ccccc3)c(=O)c2Cl)CC1	-4.2	-1.0	2.9	5.9	2.4	-0.6	5.8	10.4
15	COc1cc(OC)c(NC(=O)C2CCCO2)cc1Cl (stereo unspecified)	2.1	-0.1	0.1	-12.6	9.2	-2.3	-29.3	27.5
16	CC(CN1CCC(O)CC1)c1ccccc1 (stereo unspecified)	-1.1	-6.4	0.6	-15.1	-1.1	-7.3	-14.8	21.3
17	CCCn1cccc(C(=O)Nc2ccc(OC)cc2)c1=O	-22.1	-13.6	2.0	8.1	-2.7	-9.2	-26.4	10.5
18	O=C(CCc1cccc(Cl)c1)NC1CCCN(Cc2ccccc2F)C1 (stereo unspecified)	5.0	-1.4	-1.4	0.4	6.3	-10.1	-8.3	15.5
19	N/C(=N\OC(=O)Nc1ccc(Cl)c(Cl)c1)c1ncc(C(F)(F)F)cc1Cl	-4.0	2.4	-0.2	1.2	14.3	-5.2	-10.4	32.9
20	O=C(COC(=O)c1cc(=O)[nH]c(=O)[nH]1)NCc1ccccc1	-2.5	0.2	4.1	0.1	3.7	-1.9	-10.1	2.0

An excerpt from above, showing only SENP1 FRET inh and SENP8 block-2.
item | SMILES | SENP1 FRET inh | SENP8 block-2
17 | CCCn1cccc(C(=O)Nc2ccc(OC)cc2)c1=O | 2.0 | 10.5
18 | O=C(CCc1cccc(Cl)c1)NC1CCCN(Cc2ccccc2F)C1 (stereo unspecified) | -1.4 | 15.5
19 | N/C(=N\OC(=O)Nc1ccc(Cl)c(Cl)c1)c1ncc(C(F)(F)F)cc1Cl | -0.2 | 32.9

The main list resumes with the two entries that preceded the break.
No.	molecule	SENP8 block-1	SENP7 inh	SENP1 FRET inh	Apaf-1 inh	UBC13 inh	A3G deaminase	SENP6 block	SENP8 block-2
19	N/C(=N\OC(=O)Nc1ccc(Cl)c(Cl)c1)c1ncc(C(F)(F)F)cc1Cl	-4.0	2.4	-0.2	1.2	14.3	-5.2	-10.4	32.9
20	O=C(COC(=O)c1cc(=O)[nH]c(=O)[nH]1)NCc1ccccc1	-2.5	0.2	4.1	0.1	3.7	-1.9	-10.1	2.0
21	O=C(CN1C(=O)NC2(CCCC2)C1=O)N1CCN(S(=O)(=O)c2ccc(Cl)c(C(F)(F)F)c2)CC1	0.3	0.6	0.4	-5.4	5.4	-11.6	-9.6	1.1
22	CC1=C/C(=N\N=C2\NC(=O)C(CC(=O)Nc3ccccc3)S2)CC(C)(C)C1 (stereo unspecified)	2.9	-6.4	2.3	10.2	-12.3	5.8	1.3	7.0
23	Cc1cc(C)nc(SCc2ccc(C(=O)NN=C3CCCC3)cc2)n1	3.3	14.1	-2.0	-2.6	-1.4	2.7	-0.8	8.3
24	CCN(CC)CCSc1nc(O)c(-c2ccccc2)c(=O)n1-c1ccccc1	-3.9	2.4	2.6	-17.8	9.5	-16.3	-8.3	24.1
25	O=C(COC(=O)CNC(=O)c1ccc(Cl)cc1Cl)NC1CC1	-8.1	2.0	1.7	-0.8	3.1	-8.9	-6.8	11.7
26	O=C(O)C1CCN(C(=O)CCc2ccccc2)CC1	5.8	0.8	0.4	-5.3	-7.3	-1.8	1.3	16.7
27	CC(NC(=O)OCc1ccccc1)C(=O)NCC(=O)NC(Cc1ccc(OC(C)(C)C)cc1)C(=O)OC(C)(C)C (stereo unspecified)	-9.1	1.5	1.4	25.2	2.5	-0.8	8.0	0.2
28	COc1ccc(C(=O)Nc2cccc(-c3csc(C)n3)c2)cc1S(=O)(=O)N1CCCC1	0.3	-2.0	0.9	13.4	-1.4	-6.0	-5.0	1.9
29	COc1ccccc1CNC(=O)CNC(=O)c1ccc(Br)o1	-5.9	25.8	0.9	-8.4	-5.9	-7.2	-11.6	11.7
30	CC12CCC(C/C1=N\N=C1\NC(=O)/C(=C\c3ccc(Cl)cc3)S1)C2(C)C (stereo unspecified)	-18.9	-3.3	3.2	26.0	-37.7	5.3	-5.7	40.3*
31	COC(=O)c1[nH]c2ccc(C)cc2c1NC(=O)Nc1ccc(OC)cc1	4.4	3.5	0.2	-0.7	0.2	-10.5	4.8	-388.8
32	COc1ccc(OC)c(C(=O)C2COC(=O)C2)c1 (stereo unspecified)	-3.7	-4.6	-4.8	-2.4	-5.8	-4.6	-35.4	-113.8
33	CC(NC(=O)c1ccccc1NC(=O)CSc1nnnn1C)c1ccccc1 (stereo unspecified)	6.2	-1.1	2.6	-13.7	5.0	-4.2	5.1	-0.4
34	O=C(NCc1cccs1)c1cnc2sccn2c1=O	-12.9	-13.0	-0.6	13.0	-3.0	-7.9	-19.3	-136.8
35	O=C(COc1ccccc1Br)NC1CC1	4.0	6.5	-0.8	-1.5	3.0	2.2	-12.7	7.4
36	CCOC(=O)C(CCCOc1cccc(CC)c1)C(=O)OCC	-6.2	3.5	0.1	11.2	4.2	-1.9	-11.6	15.6
37	CCCCn1c(O)c(/C=C/C=C/C=Nc2ccccc2)sc1=S	-10.3	-10.0	3.6	31.0	-44.4	-14.7	0.7	12.3
38	CCOC(=O)CSc1nc(C)cc(Oc2ccc(=O)n(C)n2)n1	-3.3	-9.5	0.4	-9.5	-10.0	-13.1	2.4	21.4
39	Cc1c(C)c2ccc(OC(C)C(=O)N3CC[C@@]4(O)CCCC[C@H]4C3)cc2oc1=O (stereo partly specified)	-4.5	3.0	-3.2	6.6	16.2	4.4	8.1	-237.1
40	CCC(=O)N1CCC(NC(=O)Nc2ccc(OC(F)(F)F)cc2)CC1	1.3	9.3	1.4	11.4	4.6	2.0	-9.6	14.4
41	Cc1ccc2c(Cl)cc(Cl)c(OCC(=O)Nc3ccc(C)c(S(=O)(=O)N(C)C)c3)c2n1	-2.9	-6.3	.	9.1	-2.2	-5.4	-1.7	.
42	COc1ccc(C(=O)COC(=O)CCC(=O)Nc2ccc(C(C)=O)cc2)cc1	-6.7	-3.9	-0.6	-1.8	9.8	-8.8	-3.9	4.8
43	Cc1ccc(C(C)C)c(OCC(=O)OCC(=O)NC2CCS(=O)(=O)C2)c1 (stereo unspecified)	-10.1	-0.9	3.7	1.0	3.8	-7.6	-3.7	15.2
44	Cc1ccc(N(Cc2ccccc2)C(=O)c2cc(S(=O)(=O)N3CCOCC3)ccc2Cl)cc1	-1.6	0.3	0.9	22.3	-1.4	-3.7	-5.3	11.7
45	CS(=O)(=O)Nc1ccc(C(=O)Nc2ccc(S(=O)(=O)N3CCCCC3)cc2)cc1	-0.6	0.1	1.5	2.7	1.8	-6.0	1.1	-166.6
46	Cc1cc(C)c([N+](=O)[O-])cc1-c1ccc(/C=N/c2c(-c3ccco3)nc3ccccn23)o1	-8.1	0.6	-20.1	24.7	-100.1	0.0	-5.0	-361.2
47	COc1ccc(S(=O)(=O)N2CCN(C(=O)Cc3cccs3)CC2)cc1	0.5	9.7	3.1	-3.0	0.2	-0.6	-7.9	19.4
48	CCOC(=O)c1ccc(NC(=O)c2cc3c(C)nn(-c4ccccc4Cl)c3s2)s1	-9.6	-7.9	-10.7	11.2	5.3	-8.4	6.3	-304.9
49	O=C1c2ccccc2C(Nc2ccc3c(c2)OCO3)N1Cc1ccco1 (stereo unspecified)	3.4	2.9	-1.4	13.6	-14.4	16.1	6.5	7.9
50	CN(C)c1ccnc(Oc2ccc(Cl)cc2)c1C#N	-3.6	-1.7	-1.0	-12.3	9.4	-0.4	-14.5	10.0
51	CC(=O)NC1C(Oc2ccc(C)cc2)OC2COC(c3ccco3)OC2C1O (stereo unspecified)	-10.8	-10.5	0.7	1.4	0.1	-7.6	0.3	24.6
52	c1ccc(-c2ccc(Oc3cc(N4CCOCC4)nc(-c4ccccc4)n3)cc2)cc1	0.1	-2.2	1.8	-10.6	18.5	-3.5	1.9	-7.8
53	COc1cccc(CC(=O)NNC(=O)CN(C)S(=O)(=O)c2ccc(C)cc2)c1	-13.0	-8.4	0.2	11.8	-8.1	-9.1	-4.4	1.1
54	C/C(=N\NC(=O)c1ccc(F)cc1)c1ccc(N2CCOCC2)cc1	-3.5	6.4	0.1	1.9	-8.5	-0.4	-6.4	-19.3
55	CCCCOc1ccc(C(=O)NCC(=O)NNC(=O)c2ccco2)cc1	1.2	-1.1	0.1	-1.7	10.8	-1.4	0.0	7.2
56	COc1ccc(C(=O)NN2C(=O)C3C(c4ccccc4)C=CC(c4ccccc4)C3C2=O)cc1 (stereo unspecified)	-2.3	2.7	26.3	7.4	13.8	-2.1	-12.1	7.0
57	CC(C)Nc1nc(NC(C)C)nc(OCCOC(=O)c2ccccc2)n1	4.3	3.3	1.5	4.0	2.1	-5.8	-8.8	26.3
58	O=C(O)c1c(C(=O)O)c(-c2ccc(Cl)c(Cl)c2)n2c1CSC2	1.3	-0.2	0.0	14.6	-4.7	-7.6	-22.0	-4.9
59	Cc1ccc(S(=O)(=O)Nc2cc(C(=O)NCCN(C)C)ccc2N2CCCC2)cc1	-3.2	-7.8	-0.3	9.6	-3.5	-2.3	2.8	10.7
60	CN(C)c1ccc(Nc2ncnc3ccc(Br)cc23)cc1	-4.4	-11.2	4.5	0.6	-0.3	-7.5	-9.3	18.1
61	COc1cccc(/C=C2\SC(=S)N(CCCC(=O)N3CCCCC3)C2=O)c1	2.3	-4.5	0.2	-136.7	-2.6	-5.3	28.8	25.5*
